Screening results from PubChem BioAssay.
TRPML3 ag: agonists of human TRPML3 channel | Q8TDD5 | HEK293 TRPML3-YFP, Fluo-8 calcium fluorescence; 100% = the carbachol control signal | activation, % at 3 µM | actives 0.29% (n = 220,000);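 active = activation above its plate's cutoff, the mean activation of the plate's test wells plus 3 SD, cut at about 12% in these data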;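 note: 0% = DMSO only wells and 100% = carbachol wells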
Target sequence (Q8TDD5 whole entry, looked up): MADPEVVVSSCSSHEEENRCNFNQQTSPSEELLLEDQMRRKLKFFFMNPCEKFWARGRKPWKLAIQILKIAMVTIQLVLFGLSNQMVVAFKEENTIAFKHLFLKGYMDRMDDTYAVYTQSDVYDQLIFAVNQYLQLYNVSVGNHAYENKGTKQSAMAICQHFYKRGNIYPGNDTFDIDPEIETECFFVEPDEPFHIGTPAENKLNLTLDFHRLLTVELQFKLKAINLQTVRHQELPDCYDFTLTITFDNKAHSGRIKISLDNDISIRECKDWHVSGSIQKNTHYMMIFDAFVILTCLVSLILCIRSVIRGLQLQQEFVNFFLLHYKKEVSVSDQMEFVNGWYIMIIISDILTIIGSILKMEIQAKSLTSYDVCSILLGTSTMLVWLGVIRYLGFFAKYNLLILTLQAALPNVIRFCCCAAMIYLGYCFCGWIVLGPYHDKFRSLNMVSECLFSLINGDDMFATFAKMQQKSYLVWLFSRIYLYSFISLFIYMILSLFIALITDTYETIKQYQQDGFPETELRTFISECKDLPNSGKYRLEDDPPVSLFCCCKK
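Test system: HEK293 cells stably carrying human TRPML3-YFP; Doses: single dose, 3 µM final nominal compound, 0.3% DMSO final; Schedule: dye loading 1 h 37 °C then 30 min ambient, 125 s read; Technique: Fluo-8 calcium fluorescence; Benchmarks: high control carbachol 87 µM, low control DMSO.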
Ba/F3 V617F tox: lowers viability of Ba/F3 cells expressing EpoR and JAK2V617F. ATP luminescence. inhibition, % at 5.6 µM. actives 1.1% (n = 220,000);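 active = inhibition above the campaign mean plus 3 SD over all tested compounds, cut at about 24% in these data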;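 note: cytokine-independent growth of Ba/F3 cells driven by EpoR plus mutant JAK2; 0% = DMSO-treated cells and 100% = JAK inhibitor I control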
m-calpain inh: calpain II (pig) inhibition | purified calpain II, fluorogenic peptide substrate, 30 min | inhibition, % at 16 µM | actives 0.37% (n = 220,000) | AID 1236;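 active = inhibition above about 50%, limit read from the data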
EP2 mod: modulators of human EP2 prostaglandin E2 receptor. induction, % at 25 µM. AID 940. actives 0.83% (n = 260,000). EP2-expressing cells, cAMP HTRF FRET, PGE2 co-stimulation. P43116;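 active = compounds whose cAMP rise, as percent of the full-agonist control response, exceeds 60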;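 note: rat C6 glioma line stably carrying human EP2 under a CMV promoter; the protocol text gives 20 µM as final concentration; 100% = response of wells given 1 µM PGE2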
Target sequence (P43116 whole entry, looked up): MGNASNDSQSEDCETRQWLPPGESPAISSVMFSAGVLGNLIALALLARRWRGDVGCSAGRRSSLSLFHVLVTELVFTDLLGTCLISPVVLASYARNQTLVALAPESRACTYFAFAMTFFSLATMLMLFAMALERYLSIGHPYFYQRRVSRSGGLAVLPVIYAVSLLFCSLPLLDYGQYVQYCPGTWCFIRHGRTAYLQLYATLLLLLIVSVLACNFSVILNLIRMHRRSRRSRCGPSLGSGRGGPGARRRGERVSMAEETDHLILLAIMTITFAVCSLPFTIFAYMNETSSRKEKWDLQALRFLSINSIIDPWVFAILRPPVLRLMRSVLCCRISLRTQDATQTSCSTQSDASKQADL
S1P4 agonist: human S1P4 receptor agonism; O95977; S1P4-expressing cell line, agonist reporter assay; activation, % at 4.98 µM; actives 0.35% (n = 220,000); AID 1509; in the data active = activation above about 11%;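 note: 0% = DMSO vehicle and 100% = reference agonist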
PERK inhibitor: inhibitors of human PERK kinase. CHO PERK-DD fusion, SEAP luminescence translation reporter. inhibition, % at 5.6 µM. actives 0.17% (n = 220,000);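 active = inhibition above the mean inhibition of all tested compounds plus 3 SD, set separately per screening campaign, cut at about 2.9% in these data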;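 note: PERK kinase domain activated by AP20187 dimerizer at 100 nM; 0% = DMSO with dimerizer and 100% = rapamycin at 8.4 µM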
BaF3 tox: reduces parental Ba/F3 cell viability, JAK2V617F counter-screen; actives 1.1% (n = 220,000); inhibition, % at 5.6 µM; AID 1486; CellTiter-Glo ATP luminescence;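 active = inhibition above a per-campaign cutoff, the mean inhibition of all tested compounds plus 3 SD, cut at about 27% in these data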;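 note: 0% = DMSO wells and 100% = JAK Inhibitor I control wells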
TRPN1 ag: zebrafish TRPN1 (NompC) channel agonism; activation, % at 3 µM; HEK293 zebrafish TRPN1-YFP, Fluo-8 calcium fluorescence; 100% = response to 87 µM carbachol; actives 0.18% (n = 220,000); AID 1424;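 active = activation above its plate's cutoff, the mean activation of test wells on that plate plus 3 SD, cut at about 19% in these data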;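 note: 0% = DMSO alone and 100% = 87 µM carbachol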
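Material: zebrafish TRPN1-YFP in HEK293 cells; Doses: single test compound dose, 3 µM nominal, 0.3% DMSO; Timing: dye loading 1 h at 37 °C, then 30 min room temperature; Technique: intracellular calcium fluorescence with Fluo-8; Benchmarks: high carbachol 87 µM, low DMSO alone.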
S1P4 antagonist: blocks the human S1P4 receptor; AID 1510; inhibition, % at 4.98 µM; O95977; actives 0.26% (n = 220,000); S1P4-expressing cells, antagonist mode, reporter read-out; in the data active = inhibition above about 29%;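 note: 0% = wells stimulated with agonist and 100% = vehicle wells without agonist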
* marks the source's active call; other numbers are inactive results; & = joins results of further samples.

Sample of the layout, 3 compounds:
SMILES	TRPML3 ag	EP2 mod	S1P4 agonist	BaF3 tox	PERK inhibitor	m-calpain inh	S1P4 antagonist	TRPN1 ag	Ba/F3 V617F tox
CCc1cccc(C)c1NC(=S)N(CCOC)C(C)c1ccco1 (centres undefined)	-0.6	-4	0.6	2	0.3	12	-6	-2.0	0
C=CCn1c(=NC(=O)CC)n(C)c2ccccc21	0.3	22	0.9	1	0.4	21	-8	1.3	0
COC(=O)C1C(=O)c2c([nH]c(C(=O)OCCSC)c2C)CC1C (centres undefined)	0.7	32	-0.4	7	-1.2	19	-19	0.9	-1

The whole of this part, from the start:
SMILES	TRPML3 ag	EP2 mod	S1P4 agonist	BaF3 tox	PERK inhibitor	m-calpain inh	S1P4 antagonist	TRPN1 ag	Ba/F3 V617F tox
CCc1cccc(C)c1NC(=S)N(CCOC)C(C)c1ccco1 (centres undefined)	-0.6	-4	0.6	2	0.3	12	-6	-2.0	0
C=CCn1c(=NC(=O)CC)n(C)c2ccccc21	0.3	22	0.9	1	0.4	21	-8	1.3	0
COC(=O)C1C(=O)c2c([nH]c(C(=O)OCCSC)c2C)CC1C (centres undefined)	0.7	32	-0.4	7	-1.2	19	-19	0.9	-1
COc1ccc(OC)c(-n2nnnc2SCC(=O)Nc2cc(C)ccc2OC)c1	-1.1	-33	1.1	3	-0.6	3	-6	-1.9	-3
COc1ccc(CCNC(=O)C2CCN(S(=O)(=O)c3cccc4nonc34)CC2)cc1OC	0.1	-6	1.2	3	-1.8	4	-7	4.5	3
CCOC(=O)N1CCN(C(=O)/C=C/c2ccc([N+](=O)[O-])cc2)CC1	0.1	-3	-0.3	5	0.2	41	-4	1.6	4
CCCC(C)C(=O)Nc1ccc(S(=O)(=O)Nc2nccs2)cc1 (centres undefined)	0.7	9	2.2	7	0.6	-22	-33	1.4	0
O=C(Cc1ccc(F)cc1)Nc1c2c(nn1-c1cccc(Cl)c1)CS(=O)C2 (centres undefined)	-0.1	34	-1.3	0	-0.9	-14	14	-1.1	-3
O=C(CN(c1ccc(Cl)c(C(F)(F)F)c1)S(=O)(=O)c1ccccc1)N/N=C/c1cccc2c1OCCO2	0.3	41	1.9	5	1.1	-79	-11	0.7	0
Cc1ccc(C(=O)N2CC(C)SC2=Nc2cccc(S(=O)(=O)N(C)C)c2)cc1 (centres undefined)	-0.1	9	2.6	6	0.0	-3	-18	-0.3	1
O=C1CC(Nc2ccccc2)C(=O)N1c1ccc(N2CCOCC2)cc1 (centres undefined)	0.8	21	-1.5	4	0.4	15	-1	0.6	-3
CC(C)(C)NCC(O)CON=C1c2ccccc2-c2ccccc21 (centres undefined)	0.8	-43	-3.7	16	0.0	21	-8	-0.5	8
C/C(CC(=O)Nc1ccc(C)c(Cl)c1)=N\NC(=O)c1ccco1	0.2	-19	1.4	6	-0.1	35	-17	0.8	-1
C=CCNC(=O)C(C)N1C(=O)c2ccccc2C1=O (centres undefined)	0.3	9	0.6	5	0.1	1	-14	2.4	2
CC(C)C(CCN1C(=O)c2ccccc2C1=O)c1ccco1 (centres undefined)	1.7	7	0.3	1	-0.6	8	-5	-0.8	-4
O=C(N1CCCC1)C12CC3CCC(CC(C3)C1)C2	0.1	20	0.1	3	1.6	-20	-6	0.2	0
Clc1ccc2nc(CSCc3ccccc3)cn2c1	-0.3	-50	0.4	4	0.6	-14	-12	-1.9	1
COc1ccc(-c2nn(CCC(=O)O)cc2CCC(=O)O)cc1	0.0	-1	-0.7	2	1.5	2	-8	0.4	-2
CC(/C=C/c1ccccc1)=N\Nc1nc2c(c(=O)[nH]c(=O)n2C)n1CCO	0.4	19	1.3	-2	1.4	20	0	0.6	1
O=C(NN1C(=O)c2ccccc2C1=O)C1CCCCC1	0.6	13	1.2	4	2.0	5	-2	2.2	1
COC(=O)C1=C(NC(=O)c2ccc(C)c(C)c2)CCS1	-0.1	20	0.3	4	0.8	-405	-10	0.7	-1
Cc1ccc(C)c(NC2=NS(=O)(=O)c3ccccc32)c1	-0.2	7	1.1	7	1.2	-21	2	-0.3	2
CC(C(=O)NC1CCCC1)N(C(=O)c1snc(C(N)=O)c1N)c1ccc2c(c1)OCCO2 (centres undefined)	0.0	4	2.5	2	-0.9	-13	5	1.2	-1
COc1cc(OC)cc(C(=O)N2CCN(C(=O)c3cccc(F)c3)CC2)c1	1.1	-2	-0.4	5	0.7	1	-11	-0.5	-3
O=S(=O)(c1cccc2cccnc12)N1CCOCC1	0.1	17	-3.5	1	1.1	13	-15	-0.2	-2
CCNC(=O)COc1ccc(S(=O)(=O)Nc2ccccc2)cc1	0.5	-5	1.2	6	0.6	24	-9	0.6	4
COC(=O)[C@@H](NC(=O)NCc1ccco1)C(C)C	0.0	2	-0.5	-1	1.0	2	0	-0.3	0
CCN(Cc1ccccc1)C(c1cc2cc(C)ccc2[nH]c1=O)c1nnnn1CCOC (centres undefined)	0.5	27&12	-1.6	7	-0.7	-18	7	0.3	2
c1ccc(Sc2ncnc3c2oc2ccccc23)nc1	-0.2	29	1.6	-1	0.5	17	-1	0.1	-3
O=[N+]([O-])c1ccc(Oc2cccc3cccnc23)c([N+](=O)[O-])c1	1.3	-1	2.4	7	0.4	-5	-14	1.7	-1

The list continues:
SMILES	TRPML3 ag	EP2 mod	S1P4 agonist	BaF3 tox	PERK inhibitor	m-calpain inh	S1P4 antagonist	TRPN1 ag	Ba/F3 V617F tox
CCOc1ccc(/C=C/C(=O)NCc2ccccc2)cc1	-0.5	-79	-1.8	6	-0.1	30	-3	0.2	1
Cc1ccc(C(=O)CC(C(=O)O)c2cn(CCC#N)c3ccccc23)cc1 (centres undefined)	-0.1	8	-1.7	8	1.4	-2	0	0.7	-2
Cc1cc(-c2cc(-c3ccc(Cl)cc3)nc(N)c2C#N)co1	0.3	19	2.3	7	0.7	-249	6	0.0	1
S=c1[nH]nc(-c2cc(-c3ccccn3)nc3ccccc23)o1	0.6	-31	0.8	-2	1.1	-14	-7	2.1	0
CCOC(=O)c1c(C)n(C)c2ccc(OC(C)=O)cc12	-0.1	-11&8	0.4	8	0.9	-17	-13	0.8	1
COc1ccc2nc(NC(=O)C3CCCO3)sc2c1 (centres undefined)	0.7	-9	-0.8	4	0.5	-5	0	0.4	-2
O=C(NN1CC(=O)N(c2cc(Cl)cc(Cl)c2)CC1=O)c1sccc1Cl	-0.7	21	-1.7	3	0.4	6	-9	-2.6	-4
CCCCNC(=O)Nc1nc(SCC(=O)OCC)n[nH]1	0.6	21	2.1	6	0.1	-1	-18	1.3	-2
O=C(CSC1=NCCS1)c1ccc(Cl)cc1	0.8	11	1.4	9	-0.2	-11	-5	0.3	-1
O=C(CSc1ncccn1)N1CCCc2ccccc21	0.9	-17	0.6	6	-0.3	-22	-9	0.2	4
CCCCCC(=O)Nc1nc(C)c(-c2csc(Nc3ccc(Cl)cc3)n2)s1	0.7	8	-1.4	0	-0.3	-234	15	0.4	1
O=C(c1ccco1)N1CCN(C(=O)c2cc3c(=O)oc4ccccc4c3s2)CC1	0.6	-27	1.6	3	-0.6	-19	-1	0.9	6
O=C(CSc1nc2ccccc2n1S(=O)(=O)c1cccc([N+](=O)[O-])c1)NCc1cccs1	0.1	17	-3.1	5	-0.7	16	1	-1.2	4
Cc1nnc(C)n1/N=C/c1ccccc1	0.7	27	-1.6	6	0.5	-1	-14	1.7	1
O=c1cc(-c2ccccc2)[nH][nH]1	0.7	-5	-0.2	0	0.1	-26	10	1.0	0
O=C(COc1cccnc1[N+](=O)[O-])Nc1ccc(N2CCOCC2)cc1	1.1	9	-0.3	0	1.2	16	2	0.7	1
O=C(CN1CCSC1=NCc1ccccc1)c1ccccc1	-0.1	15	1.1	5	-0.1	0	-12	-1.2	-4
O=c1c2ccccc2nc(SCc2ccccc2)n1Cc1ccco1	0.9	60	1.9	5	0.4	1	-7	1.6	0
Cc1ccccc1C(=O)N(Cc1nc2ccccc2c(=O)[nH]1)C1CCCC1	0.1	31	0.4	8	-0.5	7	-9	-0.1	1
Cc1ccoc1C(=O)N1CCCCC1C(=O)O (centres undefined)	0.8	8	-0.4	1	-0.3	-16	8	1.9	3
CCOC(=O)NC(c1cccc(Cl)c1)C1CCCCCC1=O (centres undefined)	-0.4	-13	2.8	-1	-0.7	22	-14	-0.9	-4
Cc1cc(N=Cc2c(O)ccc3cc(Br)ccc23)no1	0.5	-1	1.1	-1	0.6	-26	-12	-0.2	-3
O=Cc1ccc(OC(=O)C2CC(=O)N(c3ccc(F)cc3)C2)cc1 (centres undefined)	-0.5	-34	0.5	6	0.1	16	4	-0.3	2
CCN(CC)S(=O)(=O)c1ccc(/C=C/C(=O)OCC#N)cc1	0.8	-25	-1.5	3	0.1	-20	-4	0.9	-3
COc1ccc(NC(=O)c2nc(C)n(-c3ccc([N+](=O)[O-])cc3)n2)cc1	0.3	-10	-1.7	0	0.3	13	6	-0.5	-4
COC(=O)c1ccc(/C=N\n2c(C)nnc2C)cc1	1.3	13	0.4	0	1.1	14	9	0.9	-1
COCCNC(=O)/C(C#N)=C/c1ccc(OCc2ccccc2)cc1	0.3	-28	1.2	6	1.3	15	-13	-2.2	0

Rows were taken by chance. Share with any hit: about 3.6%.
